UPR CHOP act = activators of apoptotic CHOP UPR arm, primary screen, cell-based, CHO-CHOP luciferase reporter, luminescence, uHTS; UPR activation; percent of tunicamycin response over DMSO baseline; activation, % at 10 µM; 330,000 compounds, 0.34% hits; AID 449763, 2010;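 active = at 10 µM dose, activation of 40% or more, normalized to positive control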;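 note: 100% = tunicamycin at 10 µg/mL and 0% = DMSO alone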
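Test system: CHO CHOP reporter cells. Input: 500 CHO-CHOP cells per well. Medium: F12 with 10% FBS. Technique: luciferase luminescence. Measure: percent activation relative to tunicamycin control. Dosing: 10 µM compound, 0.5% DMSO. Timing: 16-18 h cell attachment, then 6 h compound exposure, 37 °C.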
Jurkat NFkB inh = inhibitors of induced NF-kB luciferase reporter, primary screen, TCR NF-kB activation inhibitor project, cell-based, luminescence, uHTS | Jurkat, PMA/ionomycin-induced NF-kB luciferase reporter | 330,000 compounds, 0.53% hits | inhibition, % at 4 µM | AID 435003, 2010; in the data active = inhibition above about 50%
Mdm2-MdmX inh = inhibitors of human Mdm2-MdmX association, primary screen, cell-based, luminescence, split luciferase, SaOS-2, uHTS | 330,000 compounds, 3% hits | SaOS-2 split-luciferase Mdm2/MdmX complementation | Protein Mdm4 (Homo sapiens) + E3 ubiquitin-protein ligase Mdm2 (Homo sapiens), … | inhibition, % at 8 µM;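 active = inhibition of at least 50% at 8 µM in the primary screen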
CCR6 antag = CCR6 receptor antagonists, primary screen, cell-based, CHO-K1, luminescence, beta-arrestin, uHTS | C-C chemokine receptor type 6 (Homo sapiens), P51684 | CHO-K1 CCR6 PathHunter beta-arrestin, CCL20-stimulated | inhibition, % at 20 µM | 340,000 compounds, 0.49% hits;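 active = compounds whose inhibition of the agonist-driven luminescence signal at 20 µM reaches about 50%, limit read from the data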;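 note: cells stimulated with CCL20 at 14 nM final; plate controls were DMSO with CCL20 for no effect and DMSO without agonist for full effect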
Target sequence (P51684 whole entry, looked up): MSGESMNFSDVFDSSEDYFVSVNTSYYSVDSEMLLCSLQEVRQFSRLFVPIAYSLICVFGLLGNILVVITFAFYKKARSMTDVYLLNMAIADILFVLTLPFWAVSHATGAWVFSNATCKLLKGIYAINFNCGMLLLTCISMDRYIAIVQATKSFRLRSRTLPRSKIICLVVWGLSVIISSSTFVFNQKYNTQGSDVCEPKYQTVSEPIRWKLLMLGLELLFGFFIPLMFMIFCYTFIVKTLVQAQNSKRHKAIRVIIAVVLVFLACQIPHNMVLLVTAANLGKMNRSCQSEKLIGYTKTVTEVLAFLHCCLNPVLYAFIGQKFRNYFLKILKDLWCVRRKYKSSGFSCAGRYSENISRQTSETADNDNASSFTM
697 NFkB inh = inhibitors of PMA/ionomycin-induced NF-kB reporter, 697 cells, primary screen, B-cell NF-kB inhibitor project, cell-based, luminescence, uHTS. inhibition, % at 4 µM. AID 435022, 2010. 330,000 compounds, 0.33% hits. 697 B-cell NF-kB luciferase reporter, 16 h; in the data active = inhibition above about 35%
UPR XBP1 act = activators of adaptive XBP1 UPR arm, primary screen, cell-based, CHO-XBP1 luciferase reporter, luminescence, uHTS; 330,000 compounds, 0.33% hits; IRE1-XBP1 UPR activation; percent of tunicamycin response, DMSO as zero; activation, % at 20 µM; AID 463104, 2010;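 active = versus positive control, 20 µM dose yields 30% or more activation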;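 note: 100% = tunicamycin at 10 µg/mL and 0% = DMSO only wells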
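Test system: CHO-XBP1 luciferase reporter cells | Buffer or medium: Serum-containing F12 medium, 10% FBS | Schedule: 6 h compound exposure at 37 °C, 5% CO2 | Detection: Steady-Glo luciferase glow luminescence, 10 min after reagent addition | Read-out basis: Activation, % of tunicamycin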
CXCR6 inh = CXCR6 receptor inhibitors, primary screen, cell-based, beta-arrestin, luminescence, CHO-K1 PathHunter, 1536-well; AID 602244, 2012; C-X-C chemokine receptor type 6 (Homo sapiens), O00574; 360,000 compounds, 0.36% hits; inhibition, % at 20 µM; in the data active = inhibition above about 34%, passing the limit was not always enough;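 note: antagonist mode with CXCL16 agonist at 10 nM final; 0% = 10 nM CXCL16 with DMSO and 100% = unstimulated wells without agonist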
Gli-Sufu block = Gli-Sufu pathway antagonists, primary screen, luciferase luminescence, Sufu-KO-LIGHT cells, uHTS. Sufu-KO-LIGHT fibroblasts, Gli luciferase reporter luminescence. inhibition, % at 5 µM. 340,000 compounds, 0.74% hits. AID 588413, 2011;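 active = inhibition above about 55%, limit read from the data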;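 note: 0% = DMSO-treated cells and 100% = wells with medium but no cells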
EBI2 antag = EBI2 receptor antagonists, beta-arrestin recruitment, primary screen, cell-based, luminescence, 7a,25-OHC stimulation, uHTS. 7a,25-OHC stimulated. inhibition, % at 5 µM. 360,000 compounds, 0.81% hits. AID 651636, 2012; in the data active = inhibition above about 38%;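 note: enzyme fragment complementation signal reports receptor beta-arrestin coupling in cells; 0% = agonist plus DMSO wells and 100% = wells without agonist; some results beyond the cut were filed as inactive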
Target sequence (P32249 whole entry, looked up, the tested form may be a part): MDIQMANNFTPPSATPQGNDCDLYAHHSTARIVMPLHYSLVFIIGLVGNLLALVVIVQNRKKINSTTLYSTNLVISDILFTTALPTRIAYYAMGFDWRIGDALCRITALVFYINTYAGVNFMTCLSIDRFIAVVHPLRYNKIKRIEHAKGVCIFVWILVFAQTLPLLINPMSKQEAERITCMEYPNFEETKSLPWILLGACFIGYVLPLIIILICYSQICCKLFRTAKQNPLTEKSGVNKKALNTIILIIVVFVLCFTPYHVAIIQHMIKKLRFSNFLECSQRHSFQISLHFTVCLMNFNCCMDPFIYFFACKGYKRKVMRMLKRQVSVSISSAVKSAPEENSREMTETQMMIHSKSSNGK
The depositor's hits bear a star; nt = no result given; & = joins results of further samples.

Molecule,CXCR6 inh,Jurkat NFkB inh,Gli-Sufu block,UPR CHOP act,EBI2 antag,CCR6 antag,UPR XBP1 act,Mdm2-MdmX inh,697 NFkB inh
CC(C)CC(NC(N)=O)C(=O)OCC(=O)Nc1ccc(OC(F)F)cc1 (stereo not drawn),1,-5,17,0.3,-5,-7,3,1,10
Cc1[nH][nH]c(=O)c1C=NCc1cccc(C(F)(F)F)c1,6,11,-10,0.0,-1,3,-1,21,14
CC(=O)Nc1ccc(S(=O)(=O)NC(C(=O)O)C2=CCC=CC2)cc1 (stereo not drawn),5,-12,-2,-1.2,-19,-9,-4,8,14
Cc1ccc(C(O)(c2ccccc2)c2ccccc2C(C)N(C)C)c(C)c1 (stereo not drawn),16,27,7,-0.5,16,28,1,62*,30
CCOc1ccc(Cl)cc1CNCCCSc1ncccn1,6,-9,23,3.3,9,0,-5,-15,-26
CCN1C(=O)C(=O)N(CC(=O)N(C)CC(=O)Nc2ccccc2C(F)(F)F)C1=O,5,-2,7,0.0,0,-5,-3,-4,16
COCCNC(=O)Cn1nc(Cc2ccncc2)c2ccccc2c1=O,-6,-2,9,-0.5,-13,-1,-4,14,15
O=C(O)CSc1nnc2n(-c3ccccc3)c(=O)c3ccccc3n12,-2,-2,-8,1.4,5,-4,-4,4,14
O=C(COC(=O)/C=C/c1ccco1)Nc1ncc(Cl)cc1Cl,-4,-6,-2,-0.2,2,0,0,-19,-4
COc1cccc(C2C(C(=O)Nc3ccc(C)cc3C)=C(C)Nc3ncnn32)c1OC (stereo not drawn),5,6,0,-1.3,-15,-4,2,32,16
O=C(CNC(=S)N(Cc1ccccc1)Cc1ccccc1F)NCCc1ccccc1,6,6,6,-0.4,29,5,-1,22,-21
CCOc1ccc(Cn2nnc(-c3ccc(S(C)(=O)=O)cc3)n2)cc1OCC,1,15,-7,-0.5,-1,-2,0,16,-19
O=C(Nc1nnc(SCCC2OCCO2)s1)C1CC(=O)N(c2ccccc2)C1 (stereo not drawn),-1,7,7,0.0,-3,-2,-8,11,5
C=CCNC(=O)c1ccc(N(Cc2ccccc2)S(C)(=O)=O)cc1,11,12,5,0.2,-10,10,-3,-12,2
CCOCCCNC(=O)C(c1ccc(Cl)cc1)N(Cc1cccs1)C(=O)CNC(C)=O (stereo not drawn),3,6,4,-0.7,-6,11,-1,-33,8
CC(C)C(c1nnnn1CCc1ccccc1)N1CCSCC1 (stereo not drawn),2,4,4,2.1,16,10,2,6,20
CCCN(C(=O)c1ccc(N(C)S(=O)(=O)c2ccc(C)cc2)cc1)C1CCS(=O)(=O)C1 (stereo not drawn),1,6,5,-0.1,5,9,-1,17,9
CCn1nnc2cc(C(=O)NCC(c3ccccc3OC)N(C)C)ccc21 (stereo not drawn),-3,-1,-27,2.4,-11,9,5,12,8
COc1ccc(C(=O)NCC(C)NC(=O)c2ccc(OC)c(Br)c2)cc1Br (stereo not drawn),7,-1,36,2.7,5,11,1,13,21
CN1CCNC(=O)C1CC(=O)NCC1(c2ccccc2)CCCCC1 (stereo not drawn),-4,3,-13,-1.0,4,13,-1,-6,4
O=C(NNC(=O)c1ccccc1F)c1ccc(NS(=O)(=O)c2ccc(F)cc2)cc1,-3,-5,-14,0.2,-6,5,1,12,1
CCN(C(=O)c1coc(=O)c2ccccc12)c1cc(OC)ccc1OC,4,3,1,-0.2,-11,-2,0,6,-4
Cc1cccc2nc(CSc3ccc(Cl)cc3)cn12,-3,-80,-82,3.8,10,10,-1,-110,-88
CN(Cc1ccco1)C(=O)CSc1nn2c(=O)c(C(C)(C)C)nnc2s1,-5,8,7,0.8,2,6,-2,13,-4
Cn1c(C(=O)N2CCCC(C(=O)O)C2)cc2sccc21 (stereo not drawn),8,-23,5,-1.1,6,8,-3,19,8

Next part.
Molecule,CXCR6 inh,Jurkat NFkB inh,Gli-Sufu block,UPR CHOP act,EBI2 antag,CCR6 antag,UPR XBP1 act,Mdm2-MdmX inh,697 NFkB inh
CCOc1ccc(/C=C/C(=O)c2ccc(-c3ccccc3)cc2)cc1,4,6,-15,0.5,7,1,-4,10,10
Cc1onc(-c2ccccc2Cl)c1C(=O)OCC(=O)N1CCCCC1,-9,0,-12,-1.1,-7,1,3,-12,-1
COc1ccc(-c2nc(C3CCCCC3)no2)cc1OC,-2,-62,-46,2.2,2,-6,-1,-110,-63
CC(=O)N1C=CN(C(C)=O)C(c2cn(C)c3ccccc23)C1c1cn(C)c2ccccc12 (stereo not drawn),12,-9,8,5.6,3,-2,-1,5,-2
COc1ccc(CCC(=O)OCC(=O)Nc2sccc2C#N)cc1,1,3,5,1.5,-1,-3,2,20,3
COc1cc(/C=C/c2nc3ccccc3c(=O)[nH]2)cc(OC)c1OC,-6,36,-8,3.2,6,2,15,49,-48
CCN(CC)c1ccc(NC(=O)COC(=O)C23CCC(=O)N2c2ccccc2S3)cc1 (stereo not drawn),-3,8,-3,-2.3,-7,6,-2,1,9
CN(C)c1ccc(N=Nc2ccc(S(N)(=O)=O)cc2)cc1,20,-154,-93,5.0,10,29,-2,-73,-156
COc1ccc(NC(=O)C2CCCN(c3c4c(nc5ncnn35)CCC4)C2)cc1OC (stereo not drawn),1,0,0,-2.0,-7,-10,1,20,0
CCOC(=O)N1CCC(Nc2c(-c3ccccc3)c(=O)c2=O)CC1,0,10,8,1.1,4,-7,1,-4,-6
C/C(=N\NC(=O)CNc1cccc(C)c1)c1ccc(Br)s1,-8,7,-1,9.2,14,1,1,8,-12
O=C(CNC(=O)c1ccncc1)N/N=C/c1ccc(O)cc1O,-9,-14,4,0.9,8,8,-1,-4,-11
O=[N+]([O-])c1cc(Br)ccc1NS(=O)(=O)c1ccccc1,10,nt,9,nt,-5,26,nt,nt,nt
CCN(CC)CC(O)Cn1c(-c2cccc(Cl)c2)nc2cc(C)c(C)cc21 (stereo not drawn),-1,-57,7,5.1,-7,16,-1,-11,-14
N#C/C(=C\c1ccc(-c2ccccc2C(=O)O)o1)c1nc2ccccc2[nH]1,3,-11,-16,1.2,-5,13,-4,-22,3
CCN=c1scc(C)n1/N=C/c1cc(Br)c(O)c(OC)c1,-1,-5,0,0.1,2,6,6,-19,-24
CC(C)(C)c1nnc(NC(=O)C2CCN(C(=O)c3ccco3)CC2)s1,-5,3,2,0.6,15,-1,-1,4,0
CN(C(=O)c1cc(COc2ccc(F)c(F)c2)on1)C1CCOC1 (stereo not drawn),-11,-18,28,3.4,-8,-5,-5,15,1
CCOc1ccc(NC(=O)CSc2nnnn2-c2ccc(C(N)=O)cc2)cc1,2,-9,2,-0.7,-19,6,-3,37,-4
COc1cc(Cc2cnc(N)nc2N)cc(OC)c1OC,4&-3,3&-13,3&-2,0.4&-2.8,10&-6,-5&1,-7&-5,-5&-2,-21&-28
CC(=O)NCCCOc1ccc([N+](=O)[O-])cc1Cl,2,-16,-14,3.9,0,1,5,18,0
CCCCN(C)S(=O)(=O)c1cc2c3c(c1)CCC(=O)N3CCC2,-6,-4,12,1.4,7,10,1,11,-23
COCCNC(=S)NNC(=O)c1cccs1,6,7,-3,0.6,-11,4,1,-7,13
COc1cccc(/C(C)=N/NC(=O)c2ccc(N(C)C)cc2)c1,-8,-62,-59,1.4,-1,21,-2,-29,-9
O=C(NC(=S)N1CCCCC1c1cccnc1)c1ccccc1 (stereo not drawn),-8,-11,7,0.1,4,-6,-2,17,0

The results go on:
Molecule,CXCR6 inh,Jurkat NFkB inh,Gli-Sufu block,UPR CHOP act,EBI2 antag,CCR6 antag,UPR XBP1 act,Mdm2-MdmX inh,697 NFkB inh
COc1cc(Br)cc(CN2CCN(C=O)CC2)c1O,-1,22,-1,-1.2,-19,-6,1,-10,20
O=C(Nc1ccc(C(=O)N2CCOCC2)cc1)Nc1cccc(C(F)(F)F)c1,-6,11,-3,-1.5,-12,0,-6,55*,19
COc1ccccc1CCNC(=O)c1nccnc1C(=O)O,4,-8,4,-0.2,-2,5,-6,16,11
O=C(NC(=S)N1CCCCC1)c1cccs1,4,-8,-4,3.1,-2,3,2,-20,-76
CN(C(=O)c1cccc(NC(=O)Cc2cccc(NC(=O)C3CCN(S(=O)(=O)c4cccc([N+](=O)[O-])c4)CC3)c2)c1)C1CC1,4,nt,2,nt,-5,11,nt,nt,nt
Cc1[nH]nc2c1C(c1ccsc1)C1=C(CC(C)(C)CC1=O)N2 (stereo not drawn),-4,-14,-6,-0.7,4,14,-1,8,-20
COc1ccc(CNc2ccc(S(=O)(=O)N3CCN(C)CC3)cn2)cc1OC,8,-17,6,-0.8,6,-8,-4,16,-1
Cc1ccccc1C(=O)Nn1c(C)ccc1C,nt,15,nt,1.6,nt,nt,-2,-12,-6
O=C(O)C1CCN(c2nc(-c3ccccc3)c3cc(Br)ccc3n2)CC1,-3,-43,-8,1.4,7,15,-1,-19,3
COc1ccc(NC(=O)CN2CCC(NC(=O)c3ccco3)CC2)c([N+](=O)[O-])c1,5,-11,-1,3.6,-9,0,-4,9,-7
COCCN(C(=O)COc1ccccc1)c1nnc(-c2cccnc2)s1,1,-27,-13,0.4,-12,-2,1,-1,-27
COc1ccc(N2CCN(C(=O)CN3C(=O)NC4(CCCc5ccccc54)C3=O)CC2)cc1 (stereo not drawn),3,5,1,0.2,-6,10,0,6,-12
CC(/C=N\NC(=O)CN1CCN(S(=O)(=O)c2ccc(C)cc2)CC1)=C\c1ccccc1,-1,nt,8,nt,31,10,nt,nt,nt
COc1ccc2c(C)cc3nncn3c2c1,-1,-9,-23,-1.5,8,12,0,21,-12
CCC1(CC)Cc2ccccc2C(=C(C#N)C#N)N1,4,-21,0,1.0,5,4,2,-5,-6
COc1ccc(OC)c(NC(=O)Cn2cc(C#N)c3cc(Br)ccc32)c1,-12,18,7,1.4,23,-2,-2,22,2
COc1ccc(CNc2nc3c(c(=O)n(Cc4ccc(F)cc4)c(=O)n3C)n2C)cc1,-2,13,10,-3.4,-4,-38,-3,5,17

High-throughput results as filed in PubChem BioAssay.
